RNase H inhibition = RNase H inhibition, HIV 1 Gag Pol polyprotein, FRET biochemical assay, screening (AID 372); HIV-1 RT RNase H, FRET RNA/DNA substrate fluorescence; higher % means a stronger effect; actives 0.77% (n = 100,000); one-dose inhibition, % at 10 µM; IC50 in µM for titrated hits; in the data active = inhibition above about 50%
* = called active by the depositor.

smiles | RNase H inhibition
COC(=O)C1=CN(CC2CCCO2)C=C(C(=O)OC)C1c1ccccc1Cl (stereo not drawn) | 12%
CCOc1cc(/C=N/NC(=O)C(=O)Nc2ccccc2OC)ccc1O | 20%
O=C(Cc1c(O)c2ccccc2[nH]c1=O)NCc1ccccc1Cl | 1%
COc1ccc(-c2cc3c(ccc4ccccc43)oc2=O)cc1 | 0%
O=C1CC(N(Cc2ccccc2)Cc2ccccc2)C(=O)N1c1ccc(Cl)cc1 (stereo not drawn) | 2%
C=CCN=C(CCC)C1=C(O)C(C(=O)OC)C(C)(C)CC1=O (stereo not drawn) | 5%
CCCC(=O)N/C(N)=N\c1nc(C)c2ccccc2n1 | 0%
Cc1ccc2c(Cl)c(C(=O)Nc3nc4ccc(Br)cc4s3)sc2c1 | 12%
CC(NS(=O)(=O)c1ccc(Cl)cc1)C1C2CC3CC(C2)CC1C3 (stereo not drawn) | 9%
O=C1C(NC2CCCCC2)=C(N2CCCCC2)C(=O)c2ccccc21 | 3%
Cc1c(C(=O)NN(c2ccccc2)c2ccccc2)cccc1[N+](=O)[O-] | 3%
Cc1cccc(NC(=O)/C(C#N)=C\c2ccc(-c3cc([N+](=O)[O-])ccc3C)o2)c1 | 10%
O=C(NCc1ccccc1)C(=O)Nc1ccc(Cl)c(Cl)c1 | 14%
O=C(NNC(=O)c1cccc(Br)c1)Nc1ccc(Cl)cc1 | 5%
COc1ccc(C(=O)COC(=O)C2CCN(S(=O)(=O)c3cccc4cccnc34)CC2)cc1 | 3%
COc1ccc(Cc2noc(-c3ccc(Cl)cc3)n2)cc1 | 16%
C/C(=N\N=C1/NC(=O)CS1)c1ccc(Br)cc1 | 2%
O=C1CCCC2=C1C(c1ccc([N+](=O)[O-])cc1)C1C(=O)c3ccccc3C1=N2 (stereo not drawn) | 11%
CC(C)(C)c1ccc(S(=O)(=O)Nc2ccccn2)cc1 | 0%
O=C(O)/C=C/c1cccc2c1OCCO2 | 5%
C=CCNC(=O)CN(c1ccc(OC)cc1)S(C)(=O)=O | 22%
O=C(/C=C/c1ccccc1)NC(=S)Nc1ccc(Cc2ccncc2)cc1 | 0%
COc1ccc(CCNC(=O)c2cccc(F)c2)cc1 | 1%
COC(=O)CN1C(=O)C(=Cc2ccncc2)SC1=S | 7%
COc1cc(NS(=O)(=O)c2ccc(NC(=S)NC(=O)/C=C/c3ccc(F)cc3)cc2)ncn1 | 11%
NC(=O)NC(c1ccc(Cl)cc1)c1ccc(Cl)cc1 | 16%
C/C(=N\NS(=O)(=O)c1ccc([N+](=O)[O-])cc1)c1ccc(NC(=O)c2ccco2)cc1 | 1%
Cc1c(Cl)cccc1NC(=O)/C(C#N)=C/c1ccc(N2CCOCC2)o1 | 25%
CC(C)Oc1ccc(CNC2CCOC(C)(C)C2)cc1 (stereo not drawn) | 11%
COc1cccc(NC(=O)CSc2nc3ccc(OC)cc3[nH]2)c1 | 7%

A run of entries of the results above:
smiles | RNase H inhibition
COC(=O)CN1C(=O)C(=Cc2ccncc2)SC1=S | 7%
COc1cc(NS(=O)(=O)c2ccc(NC(=S)NC(=O)/C=C/c3ccc(F)cc3)cc2)ncn1 | 11%
NC(=O)NC(c1ccc(Cl)cc1)c1ccc(Cl)cc1 | 16%
C/C(=N\NS(=O)(=O)c1ccc([N+](=O)[O-])cc1)c1ccc(NC(=O)c2ccco2)cc1 | 1%
Cc1c(Cl)cccc1NC(=O)/C(C#N)=C/c1ccc(N2CCOCC2)o1 | 25%
CC(C)Oc1ccc(CNC2CCOC(C)(C)C2)cc1 (stereo not drawn) | 11%
COc1cccc(NC(=O)CSc2nc3ccc(OC)cc3[nH]2)c1 | 7%

Next part:
smiles | RNase H inhibition
O=C(Nc1nc(C23CC4CC(CC(C4)C2)C3)cs1)C(=O)NC1CC1 | 8%
Cc1ccccc1NC(=O)/C(=C/c1ccc(Br)cc1)NC(=O)c1ccccc1 | 19%
CCOC(=O)/C(N=Nc1c(Cl)cccc1Cl)=C(/C)O | 8%
CC1=C(C(=O)OC2CCCC2)C(c2ccc(Br)cc2)NC(=O)N1 (stereo not drawn) | 17%
Cc1ccc(Cl)cc1N(CC(=O)N1CCCC1)S(=O)(=O)c1ccccc1 | 1%
O=C(Nc1ncc(Cc2cc(Cl)ccc2Cl)s1)c1ccccc1I | 15%
C=CCOc1ccc(/C=C2/SC(N3CCN(C(C)=O)CC3)=NC2=O)cc1 | 4%
CC(=O)CC(=O)Nc1ccc(OCc2ccccc2)cc1 | 0%
O=C(N/N=C/c1ccccc1F)c1cccc(Br)c1 | 0%
O=C(Cc1ccc(Br)cc1)Nc1nccs1 | 10%
Cc1ccc(CN2CCN(N=Cc3ccc(O)cc3O)CC2)c(C)c1 | 20%
C(=C\c1nc(-c2cccnc2)no1)/c1ccccc1 | 6%
CC(=O)Nc1ccc(S(=O)(=O)Nc2ccc(C)cc2[N+](=O)[O-])cc1 | 24%
Cc1c(NC(=O)c2ccccc2F)cccc1-c1nc2ccccc2s1 | 12%
O=C(CSCc1ccccc1)Nc1ccccc1Cl | 3%
COc1ccc(/C=C2\SC(=S)N(NC(=O)c3ccccc3Br)C2=O)cc1 | 9%
Cc1cccc(OC(=O)C2C(c3ccccc3)C(C(=O)O)C2c2ccccc2)c1 (stereo not drawn) | 0%
Cc1ccc(NC(=O)c2ccccc2[N+](=O)[O-])c(C)c1 | 0%
Cc1ccc(/C=N/Nc2ccccn2)cc1 | 13%
CC(C)(C)NCCOCCOc1ccc(I)cc1 | 8%
O=C(N/N=C/c1ccc(O)cc1O)c1cc[n+](Cc2ccccc2)cc1 | 6%
O=C(Nc1ccc(-c2nc3ccccc3s2)cc1)c1cc2ccccc2oc1=O | 1%
c1ccc(Cc2nc(-c3ccncc3)no2)cc1 | 8%
COc1ccccc1NC(=O)c1ccc2c(c1)C(=O)N(N1C(=O)c3ccccc3C1=O)C2=O | 3%
CC(C)(C)c1ccc(/C=N/NC(=O)Cc2ccccc2)cc1 | 4%
COc1cc(/C=C2/C(=O)NC(=O)N(c3ccccc3F)C2=O)ccc1OCc1ccccc1F | 9%
CC(O)c1c(OCc2ccccc2)ncnc1OCc1ccccc1 (stereo not drawn) | 16%
COc1cc(NC(=O)c2cccc([N+](=O)[O-])c2)ccc1NC(=O)c1ccco1 | 3%
Cc1cccc(/C=C2\C(=O)NC(=O)N(c3ccc(Br)c(C)c3)C2=O)c1 | 0%
CCC/C(=N/NC(=O)c1cccc(Br)c1)c1ccccc1 | 7%
Oc1ccc2ccccc2c1/C=N/Nc1nn[nH]n1 | 14%
C[n+]1cccc(C(O)P(=O)(c2ccccc2)c2ccccc2)c1 (stereo not drawn) | 0%
CNC(=O)C(=O)NCCN1CCN(S(=O)(=O)c2ccc([N+](=O)[O-])cc2)CC1 | 0%
COc1ccc(CCNC(=O)/C=C/c2c(Cl)cccc2Cl)cc1 | 16%
CCOc1ccc2cc(S(=O)(=O)N3CCN(c4ccccc4)CC3)ccc2c1 | 7%
CCOC(=O)c1ccc(N2C(=O)CC(N3CCN(Cc4ccccc4)CC3)C2=O)cc1 (stereo not drawn) | 3%
CC(NC(=O)c1cccc2ccccc12)c1ccccc1 (stereo not drawn) | 12%
COc1ccc(OC)c(NC(=O)c2ccc([N+](=O)[O-])cc2Cl)c1 | 7%
COc1ccc(N(CC(=O)Nc2ccccc2OC)S(=O)(=O)c2ccccc2)cc1Cl | 9%
CCCOC(=O)Cc1c(O)c2ccccc2[nH]c1=O | 0%
O=[N+]([O-])c1cccc(C=Nc2ccc(I)cc2)c1O | 8%
CCOC(=O)C1=C(C)N=c2s/c(=C\c3cc(I)c(O)c([N+](=O)[O-])c3)c(=O)n2C1c1ccccc1 (stereo not drawn) | 21%
Cc1ccccc1-n1nnnc1C(c1ccccc1)N(C)Cc1ccc(F)c(F)c1 (stereo not drawn) | 0%
C/C(=N\N1CCN(c2ccccc2)CC1)c1ccncc1 | 0%
O=C(COc1ccccc1)Nc1ccc(Nc2ccccc2)cc1 | 18%
COC(=O)C1=C(C(=O)OC)SC(=C2C(=S)C(C)(C)N(C(=O)c3ccc(C)cc3)c3cc(OC)ccc32)S1 | 10%
COC(=O)C1=C(C(=O)OC)SC(=C2C(=S)C(C)(C)N(C(=O)c3cccc(C)c3)c3cc(OC)ccc32)S1 | 14%
CCOC(=O)C(=O)N1CCC(C(=O)OC)CC1 | 22%
COc1ccc(NC(=O)c2ccc(CN3CCN(Cc4ccccc4)CC3)cc2)cc1 | 11%
CCOc1ccc(C(=O)Nc2ccc(C)cc2Br)cc1 | 5%
O=C(COc1ccccc1Cl)Nc1ccc(Oc2ccc(C(=O)O)c(C(=O)O)c2)cc1 | 5%
CCOC(=O)c1ccc(-n2c(C)cc(C=C3C(=O)N(C)C(=S)N(C)C3=O)c2C)cc1 | 16%
O=[N+]([O-])c1ccc(Nc2nc(-c3ccccc3)c3cc(Br)ccc3n2)cc1 | 15%
COc1ccc(NC(=O)/C(C#N)=C\c2ccc(Sc3ccccc3)o2)cc1 | 4%
CC(C)(C)c1cc[n+](-c2nc([O-])sc2C=O)cc1 | 5%
Cc1cc(C(=O)O)ccc1-n1c(C)ccc1C | 100µM*
COc1cc(-c2nc3sc4c(c3c(=O)[nH]2)CCCC4)ccc1OS(=O)(=O)c1ccccc1 | 15%
COC(=O)C1=C(C)N=c2s/c(=C\c3ccc(N(C)C)cc3)c(=O)n2C1/C=C/c1ccccc1 (stereo not drawn) | 0%
Cc1onc(-c2c(F)cccc2Cl)c1C(=O)Nc1ccc(OC(F)(F)F)cc1 | 6%
CCOc1ccc(NC(=O)c2c(NC(=O)c3ccc(C)cc3)sc3c2CCC3)cc1 | 16%

Additional records follow.
SMILES,RNase H inhibition
C=CCSc1nc(C)c2cc(OCC)ccc2n1,10%
COc1ccc2ccccc2c1/C=N/NC(=S)Nc1cccc(C)c1,7%
COc1ccc(C(=O)Nc2ccc([N+](=O)[O-])cc2Cl)cc1OC,0%
Fc1cccc(CN2CCN(Cc3cccnc3)CC2)c1,13%
COc1ccc(-c2cc(C(=O)Nc3c(C)cccc3C)c3ccccc3n2)cc1,10%
O=[N+]([O-])c1cccc(C=Nc2ccc(O)cc2)c1,19%
COc1ccc(N(CC(=O)N/N=C/c2cccs2)S(=O)(=O)c2ccccc2)cc1,5%
CC(=O)c1cccc(NC(=O)C(C)N2C(=O)c3ccccc3C2=O)c1 (stereo not drawn),6%
N#C/C(=C\c1ccc(-c2ccc([N+](=O)[O-])cc2Cl)o1)C(=O)Nc1ccccc1,0%
O=C1Nc2ccccc2/C1=N\N=C\c1ccccc1[N+](=O)[O-],8%
Cc1ccc(C=NN2CCN(Cc3ccccc3)CC2)cc1,0%
O=C(c1cccnc1)N1N=C(c2ccc([N+](=O)[O-])cc2)CC1(O)C(F)(F)F (stereo not drawn),0%
COCCCN1C(=O)/C(=C/c2ccc(N(C)C)cc2)SC1=S,0%
CCOC(=O)C1=C(C)N=c2s/c(=C\c3ccc(-c4ccc(Cl)cc4)o3)c(=O)n2C1c1ccc(OC)cc1 (stereo not drawn),7%
O=C(O)CCCN1C(=O)/C(=C\c2ccco2)SC1=S,2%
O=C1c2ccc(-c3nc4ccccc4c(=O)o3)cc2C(=O)N1c1nccs1,10%
Clc1ccc(Cl)c(OCCCN2CCOCC2)c1,6%
Cc1ccc2oc(C(=O)Nc3ccc(-c4nc5ccccc5o4)cc3)c(C)c2c1,6%
O=C(c1ccccc1F)N1CCN(c2c(Cl)cccc2[N+](=O)[O-])CC1,0%
COc1ccc2ccccc2c1C=Nc1ccc(O)cc1,37%

Four records picked at random from those above:
SMILES,RNase H inhibition
COCCCN1C(=O)/C(=C/c2ccc(N(C)C)cc2)SC1=S,0%
O=C(c1ccccc1F)N1CCN(c2c(Cl)cccc2[N+](=O)[O-])CC1,0%
CCOC(=O)C1=C(C)N=c2s/c(=C\c3ccc(-c4ccc(Cl)cc4)o3)c(=O)n2C1c1ccc(OC)cc1 (stereo not drawn),7%
O=C(O)CCCN1C(=O)/C(=C\c2ccco2)SC1=S,2%

Next results follow.
SMILES,RNase H inhibition
COc1ccc(NC(=O)NCCOc2cccc3ccccc23)cc1OC,19%
COc1ccc(C(=O)NC2CCCCC2)cc1S(=O)(=O)N1CCOCC1,20%
CCOc1ccc(S(=O)(=O)N(CC(=O)Nc2cccc(Cl)c2C)c2ccc(C)cc2)cc1,16%
CCSCCOC(=O)C1=C(C)NC2=C(C(=O)CC(C)(C)C2)C1c1cc2c(cc1[N+](=O)[O-])OCO2 (stereo not drawn),3%
CC1=C(C(=O)OCCc2ccccc2)C(c2cccs2)C2=C(CC(C)(C)CC2=O)N1 (stereo not drawn),0%
Cc1cccc(OCC(=O)Nc2ccc(S(=O)(=O)N3CCC(C)CC3)cc2)c1,13%
CCOc1cc(C2Nc3ccc4ccccc4c3C3=C2CC(C)(C)CC3=O)ccc1O (stereo not drawn),31%
O=C(NCCc1ccc(F)cc1)C(=O)Nc1ccc(Cl)cc1,3%
Cc1ccc(C(=O)N/C(=C\c2ccc(-c3cccc([N+](=O)[O-])c3)o2)C(=O)NCCCN(C)C)cc1,17%
COC(=O)c1c(-c2ccc(F)cc2)csc1NC(=O)C1CC=CCC1C(=O)O (stereo not drawn),11%
CC(C)CN1C(=O)c2ccc(C(=O)Nc3cc(Cl)ccc3C(=O)O)cc2C1=O,0%
O=C(CC(=O)N/N=C/c1ccc(C(=O)O)cc1)NCCc1ccccc1,0%
CC(=O)c1cc2c(cc1[N+](=O)[O-])OCCO2,12%
CCOCCOC(=O)C1=C(C)NC2=C(C(=O)CCC2)C1c1ccccc1Cl (stereo not drawn),7%
CCOc1ccc2nc(SCc3ccccn3)sc2c1,0%
CC1=NN(c2cccc(Cl)c2)C(=O)/C1=C\c1c(C)[nH]n(-c2ccc(Cl)cc2)c1=O,6%
CCC1CCCCN1S(=O)(=O)c1ccc(C)c(C)c1 (stereo not drawn),44%
O=C(Nc1cc(Cl)ccc1Cl)c1ccc(Cl)c(Cl)c1,6%
Clc1ccccc1-c1ccc(/C=N/Nc2nc(Nc3ccccc3)nc(N3CCOCC3)n2)o1,34%

In a second layout: 2 of the compounds above.
O=C1Nc2ccccc2/C1=N\N=C\c1ccccc1[N+](=O)[O-]
  RNase H inhibition = 8%

CC1=NN(c2cccc(Cl)c2)C(=O)/C1=C\c1c(C)[nH]n(-c2ccc(Cl)cc2)c1=O
  RNase H inhibition = 6%

Screens (PubChem)

A portion of the library; rates above refer to the full screens.
